Compound activity from PubChem BioAssay.
FECH inh: inhibitors of human ferrochelatase; purified FECH, Ni-mesoporphyrin absorbance 550 nm; calls only at 10 µM (by protocol); 20,000 tested, 3.3% active; AID 1671448;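 active = enzyme reaction rate more than 3 SD below the solvent-only control wells on the same plate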;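 also: lower slope than DMSO wells means FECH inhibition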
Target sequence (P22830 whole entry, looked up): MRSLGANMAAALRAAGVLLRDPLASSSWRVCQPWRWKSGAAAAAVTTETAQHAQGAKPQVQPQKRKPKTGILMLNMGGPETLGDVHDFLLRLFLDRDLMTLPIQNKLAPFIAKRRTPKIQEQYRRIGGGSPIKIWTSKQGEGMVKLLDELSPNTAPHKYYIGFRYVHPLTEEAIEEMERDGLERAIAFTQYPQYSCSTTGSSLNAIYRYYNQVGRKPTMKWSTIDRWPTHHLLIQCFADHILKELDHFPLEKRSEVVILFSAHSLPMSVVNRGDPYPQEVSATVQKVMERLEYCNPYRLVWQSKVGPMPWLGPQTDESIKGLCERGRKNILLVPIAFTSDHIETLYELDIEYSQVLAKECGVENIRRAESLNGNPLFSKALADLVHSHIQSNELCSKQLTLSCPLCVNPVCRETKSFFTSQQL
Calls only; i = inactive; + = active, no number.

FECH inh	canonical_smiles
i	c1ccc(-c2ncn(CCc3cccs3)c2CCn2cccn2)cc1
i	c1ccc(Cc2nc(C3CC3)nn2-c2ccc3c(c2)OCCO3)nc1
i	CN1C[C@@H](NC(=O)COc2ccccc2)C[C@H]1C(=O)N[C@H]1CCCCNC1=O
i	COCC(C)NC(=O)CN1c2ccc(F)cc2-c2ccccc2S1(=O)=O (stereo not given)
i	CCC(Nc1nccc(-c2ccc(C)nc2C)n1)c1cn2cccnc2n1 (stereo not given)
i	CCCC1(NC(=O)Cc2c(C)nc(N)nc2C)CC1
i	CCC(C(=O)N(C)Cc1ccc(C)o1)n1cccc1 (stereo not given)
i	CN(C)C(=O)c1ccc2c(c1)N(CC(=O)N1CCCCC1)C(=O)C1CCCCN21 (stereo not given)
i	COC(=O)CC1=CC(=O)N(CC(=O)Nc2ccc(Cl)cc2)c2ccccc2N1
i	Cc1nc(C)c(C(=O)N2Cc3cnc(CC(C)C)nc3C2)s1
i	CCc1c(C)nc2ncnn2c1Sc1ccccc1NC(=O)C(C)C
i	Cc1ccn2c(=O)cc(COc3cccc(NC(=O)c4cccs4)c3)nc2c1
i	Cc1cc2ncn(-c3ccc(=O)[nH]c3)c2cc1C
i	O=S(=O)(Cc1ccccc1)NCc1nc2cccnc2n1Cc1ccccc1
i	COC(=O)[C@@H]1C[C@@H](NC(=O)c2cc3cc(Cl)ccc3oc2=O)CN1C
i	Fc1cccc(Nc2nc(NC3CCCC3)nc3c2cnn3-c2ccccc2)c1
i	Cc1nc(OCC(=O)NCc2ccccc2C)c2c(C)c(C)oc2n1
i	CCCN1CCN(C(=O)c2cc3n(n2)CC(C)(C(=O)NCc2ccc(F)cc2)N(C)C3=O)CC1 (stereo not given)
i	Cc1cc(NC(=O)c2ccc(C)c(C)c2)n(-c2ncnc3c2cnn3-c2ccc(F)cc2)n1
i	O=C(c1ccc2c(c1)OCO2)N1CCC(n2cc(C3CCCC3)nn2)CC1
i	Cn1c(=O)c2c(-c3cccc(Cl)c3)c(NCc3ccccc3)oc2n(C)c1=O
i	COc1ccc(NC(=O)CSCc2nc(-c3ccc(OC)c(OC)c3)no2)cc1
i	COc1ncccc1-c1ccc(NC2CCCC2)nn1
i	CN1CC=C(CN(Cc2ccc3c(c2)OCO3)C(=O)c2cccs2)CC1
i	Cc1cc(C)c2oc(=O)cc(CN(C)CCC(O)c3ccccc3)c2c1 (stereo not given)
i	COCCc1noc(-c2ccc(-c3cccc(C(C)OC)c3)nc2)n1 (stereo not given)
i	O=C(NCCc1nc2cccnc2n1C1CCCCC1)NC1CCCCC1
i	Cc1ccc(S(=O)(=O)NCc2nc3cccnc3n2Cc2ccccc2)cc1
i	CCOc1ncccc1CNC(=O)c1cn(CC2CCCNC2)nn1 (stereo not given)
i	O=C1N(CCc2ccccc2)CCCC1(O)CNCc1ccsc1 (stereo not given)
i	C=CCNc1nc(SC)nc(-c2ccc(Cl)cc2)c1C#N
i	O=C(c1csc(S(=O)(=O)N2CCN(c3ccc(F)cc3)CC2)c1)N1CCCC1
i	CS(=O)(=O)NCC1CCN(CCCc2ccccc2)C1 (stereo not given)
i	Cc1ccc(C(=O)N(C)CCn2cc(C(=O)N3CCSCC3)nn2)cc1F
i	Cc1ccc(-c2ccccc2-n2cnnc2)o1
i	COc1ccccc1CNc1nc2nc(CNc3ccccc3)cc(=O)n2[nH]1
i	COCC(=O)NCC(c1ccccc1C)N(C)C (stereo not given)
i	COCCNC(=O)N1CCN(c2cc(-c3ccc(OC)cc3)ncn2)CC1
i	CCC1(CC)CN(c2ccnc(C(=O)NCCOC)c2)CCO1
i	CC(C)c1cc(C(=O)N(Cc2cnn(C)c2)C2CC2)no1
i	COc1cccc(N2CC(NC(=O)C3CC3)CC2=O)c1 (stereo not given)
i	CCCCN(C)c1nc(Nc2cccc(Cl)c2)c2cnn(-c3ccccc3)c2n1
i	CCC(=O)Nc1ccc(S(=O)(=O)N2CCC(n3c(C(F)(F)F)nc4cccnc43)CC2)cc1
i	O=C(O)[C@H]1C[C@@H](C(=O)NC2CC2)CN(C(=O)Cc2ccccc2F)C1
i	CN(C)CCCn1c(=O)n(Cc2c(F)cccc2F)c2ccc(C(=O)O)cc21
i	CC(C)Oc1ccc(CNC(=O)c2cc3n(n2)CC(C)(C(=O)NCc2ccc(F)cc2)N(C)C3=O)cc1 (stereo not given)
i	Cc1ccc(OCC(N)=O)c(-c2ccc(C(C)N3CCOCC3)cc2)c1 (stereo not given)
i	COc1ccccc1OC1CN(C(=O)c2cn3ccsc3n2)C1
i	COCCNc1nc(Nc2cccc(OC)c2)c2cnn(-c3ccccc3)c2n1
i	NS(=O)(=O)c1ccc(CCNC(=O)c2ccc(N3CCSc4ccccc43)s2)cc1
i	CCCOCCN1CCC2(CC1)c1ccccc1CC2O (stereo not given)
i	CCc1cc(=O)n2[nH]c(C)nc2n1
i	O=C(CCC(=O)N1CCc2cc(S(=O)(=O)N3CCCCC3)ccc21)N1CCCC1
i	CS(=O)(=O)N1CCN(Cc2nc3cccnc3n2-c2cccc(F)c2)CC1
+	O=C(CN1c2ccc(Br)cc2-c2ccccc2S1(=O)=O)NCCC1=CCCCC1
i	OCc1ccc(CN2CCC(c3ccnc(-c4cccnc4)c3)C2)o1 (stereo not given)
+	CCN1C(SCc2ccc(N3CCCC3=O)cc2)=NS(=O)(=O)c2ccccc21
i	COc1cccc(-c2cc(N3CCN(C(=O)NC(C)(C)C)CC3)ncn2)c1
+	Cc1cccc(Cn2c(CNS(=O)(=O)c3ccccc3)nc3cccnc32)c1
i	COc1ccc(N2C(=O)CCS2(=O)=O)cc1S(=O)(=O)Nc1ccccc1

In a second layout: 4 of the compounds above
NS(=O)(=O)c1ccc(CCNC(=O)c2ccc(N3CCSc4ccccc43)s2)cc1
  FECH inh: i
CCN1C(SCc2ccc(N3CCCC3=O)cc2)=NS(=O)(=O)c2ccccc21
  FECH inh: +
Cc1ccc(C(=O)N(C)CCn2cc(C(=O)N3CCSCC3)nn2)cc1F
  FECH inh: i
COc1ccccc1OC1CN(C(=O)c2cn3ccsc3n2)C1
  FECH inh: i

An excerpt from above in order of length of the SMILES, rising:
FECH inh	canonical_smiles
i	Cc1ccc(C(=O)N(C)CCn2cc(C(=O)N3CCSCC3)nn2)cc1F
+	CCN1C(SCc2ccc(N3CCCC3=O)cc2)=NS(=O)(=O)c2ccccc21
i	O=C(c1csc(S(=O)(=O)N2CCN(c3ccc(F)cc3)CC2)c1)N1CCCC1
i	CCC(=O)Nc1ccc(S(=O)(=O)N2CCC(n3c(C(F)(F)F)nc4cccnc43)CC2)cc1

Pulled by compound from the list above (5):
FECH inh	canonical_smiles
i	CS(=O)(=O)N1CCN(Cc2nc3cccnc3n2-c2cccc(F)c2)CC1
+	Cc1cccc(Cn2c(CNS(=O)(=O)c3ccccc3)nc3cccnc32)c1
i	COCCNC(=O)N1CCN(c2cc(-c3ccc(OC)cc3)ncn2)CC1
i	CS(=O)(=O)NCC1CCN(CCCc2ccccc2)C1 (stereo not given)
i	COc1ccc(N2C(=O)CCS2(=O)=O)cc1S(=O)(=O)Nc1ccccc1

Next entries
FECH inh	canonical_smiles
i	Cc1nc2c(C(=O)N(C)Cc3ccncc3C)cccc2[nH]1
i	CC(C)c1cccc(-c2cccc3c2OC(CN)C3)n1 (stereo not given)
+	Cc1ccc(C2=CC(c3ccccc3Cl)n3nc(NS(=O)(=O)c4ccccc4)nc3N2)cc1 (stereo not given)
i	Cc1cccc2[nH]c(CCNC(=O)[C@H]3CCCO3)nc12
i	Cc1ccc(-c2ccnc(-c3ccc(N)nc3)n2)c(C)n1
i	COCCn1c(CNS(=O)(=O)c2ccc3c(c2)CCCC3)nc2cccnc21
i	COc1cccc(C(=O)NC2CC(=O)N(c3cccc(F)c3)C2)c1OC (stereo not given)
i	O=C(O)c1cccc(CC2CCN(Cc3cnc(-c4ccco4)nc3)C2)c1 (stereo not given)
i	COc1ccc(-c2cc3n(n2)CCC(=O)N3Cc2ccc(C(=O)N3CCOCC3)cc2)cc1
i	CCOC(=O)c1cc2ccsc2n1CC(=O)N1CCCCCC1
i	Cc1cccc(Cn2nc(C)c3c2NC(=O)CC3c2nc(C)ccc2O)c1 (stereo not given)
i	CC(=O)N[C@H]1C[C@@H](c2cnc(-c3ccccc3C)s2)O[C@@H](C(C)C)C1
i	Cc1ccccc1CC(=O)NCCn1c(C(F)(F)F)nc2cccnc21
i	Cc1cc(C(=O)Nc2ccc(NC(=O)CN(C)C3CCCC3)cc2)co1
i	COC(=O)[C@@H]1C[C@H](NC(=O)Cc2coc3cc(C)c(Cl)cc23)CN1C
i	C=CCNc1nc(Nc2cccc(C)c2)c2cnn(-c3ccccc3)c2n1
i	Cc1ccc(Nc2nc(N3CCCC3)nc3c2cnn3-c2ccccc2)cc1C
i	Cc1cccc(NC(=O)Cc2csc(NC(=O)Nc3cccc(Cl)c3)n2)c1C
i	COC(=O)c1ccccc1NC(=O)NCCc1nc2cccnc2n1C1CCCCC1
i	O=C(CN1CCN(Cc2ccc(F)cc2Cl)S1(=O)=O)Nc1cccc(F)c1
i	O=C(CN1CCN(Cc2ccccc2Cl)S1(=O)=O)Nc1ccccc1Cl
i	CCCc1[nH]ncc1C(=O)N1CCCC(c2[nH]ncc2-c2ccc(F)cc2)C1 (stereo not given)
i	Cc1cccc(-c2cc(N3CCN(S(=O)(=O)c4ccc(Br)cc4)CC3)ncn2)c1
i	Cc1cc(C)n2nc(CC(=O)NC3CCN(Cc4ccccc4)C3)nc2n1 (stereo not given)
i	CCOc1ccc(Cn2c(CNS(=O)(=O)c3ccccc3)nc3cccnc32)cc1
i	Cc1cc(C(=O)N2CCC3(CCCO3)CC2)c2c(=O)[nH]c(=O)n(C)c2n1
i	Cc1ccc(N2CCCS2(=O)=O)cc1NC(=O)c1ccc2c(c1)OCO2
i	O=C(COc1ccccc1)Nc1nc2n(n1)C(c1ccc(F)cc1)C=C(c1ccc(Cl)cc1)N2 (stereo not given)
i	CCn1c(=O)n(CCN2CCOCC2)c(=O)c2cnc(-c3ccc(Cl)cc3)nc21
i	C=C1C(C)(C)[C@H]2CC[C@]1(C(=O)N1CCC(n3cc(CCCC)nn3)CC1)C2
i	Cc1cc2n(n1)CCC(=O)N2Cc1ccc(C(=O)Nc2ccc(F)cc2Cl)cc1
i	COc1ccc(NC(C)=O)cc1NC(=O)Cc1csc(NC(=O)Nc2cccc(Cl)c2)n1
i	CCCn1cnnc1CNC(=O)C1CC(=O)N(Cc2ccc(C)cc2)C1 (stereo not given)
i	O=C(O)C1CC(=O)N(Cc2scnc2-c2ccccc2)C1 (stereo not given)
i	Cn1c(=O)c2c(-c3cccc(Br)c3)c(NCc3ccccc3)oc2n(C)c1=O
i	CCc1c(C)nc2ncnn2c1Sc1ccc(NC(=O)NCc2cccc(OC)c2)cc1
i	Cc1n[nH]c(C)c1CNc1nc(-c2ccccc2)nc2c1CCNC2
i	Cc1ccc(Cl)cc1NC(=O)NCCc1nc2cccnc2n1C1CCCCC1
i	O=C(c1nccs1)c1cccnc1N1C[C@@H]2C3CCC(CC3)[C@@H]2C1
i	O=C(CN1C(=O)COc2ccccc21)N1CCC(c2nc(-c3ccc(Cl)cc3)no2)CC1
i	O=C(CCN1CCCCO1)NC[C@@H]1C[C@@H]2C=C[C@H]1C21CC1
i	NC(=O)c1ccccc1NC(=O)c1ccc(=O)n(Cc2ccc(Cl)cc2)c1
i	COCC1(C(=O)NCCN2CCCOC2=O)CCC1
i	COc1ccc(-c2nc(CN3[C@@H]4CC[C@H]3CC(O)C4)c(C)o2)cc1OC (stereo not given in full)
i	COC(C)c1cccc(-c2ncccc2Cl)c1 (stereo not given)
i	COc1ccc(C2C=C(c3ccccc3)Nc3nc(NC(C)=O)nn32)cc1 (stereo not given)
i	CCc1c(C)nc2ncnn2c1Sc1ccc(NC(=O)Nc2ccccc2)cc1
i	CCc1cn[nH]c1C1CCN(Cc2cn[nH]c2-c2ccc(F)cc2)CC1
i	O=C(c1c[nH]c2ccccc12)N1CC[C@@H](c2ccc3c(c2)OCO3)[C@H](O)C1
i	Cc1ccc(NC(=O)CC(=O)NCCc2csc(C(C)C)n2)cc1
i	CCCCNC(=O)CN(C)C(=O)c1cccc(-c2ccc(O)cc2)c1
i	Cc1nc(CN(C)C(=O)C2c3ccccc3-c3ccccc32)no1
i	Cc1nn(C)c(C)c1CN(C)Cc1cccc(C(=O)Nc2c(C)noc2C)c1
i	CCOC(=O)c1cc2ccsc2n1C(CC)C(=O)N1CCOCC1 (stereo not given)
i	Cc1c(Cl)cccc1NC(=O)CN1CCCN(Cc2cccc(F)c2)S1(=O)=O
i	Cc1cccc(C(=O)N(Cc2nc3nc(C)cc(C)n3n2)c2ccc(Cl)cc2)c1
i	Cc1cc(C)n(CCNC(=O)C(C)(C)NC(=O)c2cccs2)c(=O)n1
i	Cc1ccccc1C1CCCN1C(=O)c1cccc(NCC(=O)O)c1 (stereo not given)
i	Cc1ccc(C)c(CN2CCCN(CC(=O)Nc3ccc(C)c(F)c3)S2(=O)=O)c1
i	CCC(c1nc(CC2CCN(C)CC2)no1)n1cccn1 (stereo not given)

The listing continues.
FECH inh	canonical_smiles
i	CNc1ncc(CN(C)C(=O)[C@@H]2C[C@@H](NC(=O)c3cccs3)CN2)cn1
i	COc1ccccc1CNc1nc(SC)nc(-c2ccc(C)cc2)c1C#N
i	O=C(NCc1ncn[nH]1)C1CCCN(C2CCN(Cc3cccnc3)CC2)C1 (stereo not given)
i	COc1ccc(N2CCN(C(=O)CN3C(=O)CN(C)C(=O)c4ccccc43)CC2)cc1
+	COCC1(Cn2cnc(-c3ccccc3)c2-c2cccc3cnccc23)CC1
i	CCc1nc(C)c(C(=O)N2CCC(O)(c3ccccc3)C2)s1 (stereo not given)
i	CCc1nc(C)c(C(=O)Nc2cnc3n2CCCC3)o1
i	COc1cccc(CNc2ncnc3oc4c(c23)CCCC4)c1
i	Cn1ccnc1-c1nccn1-c1cccc(CN2CCCC2)c1

Only part of the results is shown; count on the stated rates, not on these rows.
